CRFBP-R2 agonist: CRF-BP/CRF-R2 complex agonism; 350,000 compounds, 0.46% hits; activation, % at 13.2 µM; HEK293 CRF-R2/CRF-BP, calcium dye fluorescence (FLIPR); percent of saturating CRF peptide response; AID 588473;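 active = activation of at least 50%, plus an integration ratio under a set limit after plate pattern correction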;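 also: plate controls were neutral control wells without compound for no effect and CRF at EC100 for full effect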
MEKK2wt PB1 HTS: raises or lowers MEK5 binding to wildtype human MEKK2 PB1 domain. 290,000 compounds, 1.1% hits. binding response (% of control), % at 10 µM. bead flow cytometry, Alexa488-MEK5 binding to MEKK2 WT; actives lie on both sides. Q9Y2U5; in the data active = binding response below about 67% or above about 130%
MEKK2mut PB1 HTS: signal of MEK5 binding to mutant human MEKK2 PB1 domain; bead flow cytometry, Alexa488-MEK5 binding to MEKK2 mutant; percent response, % at 10 µM; 290,000 compounds, 0.35% hits; in the data active = percent response above about 24%, passing the limit was not always enough; also: inactives centre near 1; some results filed as inactive read as strong as hits
MEKK3 PB1 HTS: MEKK3-MEK5 PB1 interaction, increase or decrease. binding response (% of control), % at 10 µM. 290,000 compounds, 1.4% hits. Q99759. bead-based flow cytometry, Alexa488-MEK5 binding to MEKK3; actives lie on both sides; 0 = blocked by unlabeled MEK5, 100 = vehicle;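 active = binding response more than 3 SD above or below the average of its plate-row segment, actives on both sides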;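 also: Alexa488 bead fluorescence after subtracting the streptavidin-only scavenger bead signal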
NS3 helicase inh: inhibitors of Hepatitis C virus NS3 helicase; NS3 helicase DNA unwinding, Cy5 molecular beacon fluorescence; 290,000 compounds, 0.56% hits; AID 1800; inhibition, % at 10.9 µM;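 active = inhibition above the mean of all tested compounds plus 3 SD, set per campaign, cut at about 35% in these data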;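 also: 0% = DMSO wells and 100% = thioflavine S control wells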
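Control set: DMSO versus 110 µM thioflavine S; Material: NS3 helicase fragment of HCV; Measured by: Cy5 fluorescence at 0 and 60 min, beacon hairpin quenching; Read-out basis: percent inhibition from t60/t0 fluorescence ratio; Times: reaction time 60 min, 25 °C; Repeats: single replicate; Compound dosing: single dose, 10.9 µM nominal final, DMSO 0.8% final.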
CRFBP-R2 block: CRF-BP/CRF-R2 complex antagonism | HEK293 CRF-R2/CRF-BP, CRF-induced calcium fluorescence | inhibition, % at 11.8 µM | 350,000 compounds, 0.59% hits | AID 588475;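 active = inhibition of the ligand-induced calcium signal above about 50% at the single tested concentration, limit read from the data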
GalR3 antagonist: antagonists of human GalR3 | O60755 | HEK293 GalR3-CNG cAMP membrane potential fluorescence; galR3 body fused to GalR1 C-terminus | inhibition, % at 3 µM | 360,000 compounds, 0.44% hits | AID 651719;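 active = inhibition above the screen-wide average plus 3 SD, cut at about 13% in these data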;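 also: forskolin and galanin both at EC90 stimulate the cells; cAMP rise reported by CNG channel membrane potential dye signal; 0% = forskolin plus galanin with DMSO and 100% = forskolin alone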
Target sequence (O60755 1-299 limits assumed): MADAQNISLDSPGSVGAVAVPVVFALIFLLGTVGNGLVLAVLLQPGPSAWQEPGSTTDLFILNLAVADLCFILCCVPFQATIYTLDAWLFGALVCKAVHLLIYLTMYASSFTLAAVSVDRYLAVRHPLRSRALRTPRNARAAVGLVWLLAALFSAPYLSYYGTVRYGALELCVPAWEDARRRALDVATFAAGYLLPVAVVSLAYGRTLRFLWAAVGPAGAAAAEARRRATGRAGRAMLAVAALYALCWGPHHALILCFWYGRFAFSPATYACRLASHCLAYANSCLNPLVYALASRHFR
DNA FID counter: displaces DNA intercalator in HCV helicase counter-screen. DNA fluorescent intercalator displacement, fluorescence. inhibition, % at 7.9 µM. 290,000 compounds, 0.17% hits; in the data active = inhibition above about 37%;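 also: 0% = vehicle and 100% = reference compound; higher means more ethidium bromide displaced from hairpin DNA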
UBC9 SUMO inh: SUMOylation inhibition | HTRF SUMOylation assay, SAE1/SAE2 + UBC9, in vitro | inhibition, % at 35 µM | 290,000 compounds, 0.36% hits | AID 2006; in the data active = inhibition above about 50%, passing the limit was not always enough; also: strong numbers were not always called active
Target sequence (P63279 whole entry, looked up): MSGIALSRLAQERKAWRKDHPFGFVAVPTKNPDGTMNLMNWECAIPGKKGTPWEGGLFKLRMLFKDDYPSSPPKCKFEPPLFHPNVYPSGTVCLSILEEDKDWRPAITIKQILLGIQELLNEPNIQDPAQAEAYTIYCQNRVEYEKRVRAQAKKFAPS
* = called active by the depositor; nt = no result given; [ ] = dose if it differs, or a comment.

SMILES	CRFBP-R2 agonist	MEKK2wt PB1 HTS	MEKK2mut PB1 HTS	MEKK3 PB1 HTS	NS3 helicase inh	CRFBP-R2 block	GalR3 antagonist	DNA FID counter	UBC9 SUMO inh
O=C(COc1ccc(Cl)cc1)N(Cc1ccccc1)c1ccccn1	-0.3	97	-4	99	-5	-1	1	-20	-14
CCc1ccccc1NC(=O)c1cc(S(=O)(=O)N2CCc3ccccc32)cn1C	6.0	98	-3	104	-10	-44	nt	-31	3
CCN(CC)S(=O)(=O)c1ccc(OC)c(NC(=O)c2cn(CC)c3nc(C)ccc3c2=O)c1	-0.7	97	-1	97	0	-11	-11	0	-5
O=S(=O)(c1ccc2nc(COc3ccc(Cl)cc3Cl)[nH]c2c1)N1CCOCC1	-0.4	106	6	109	-6	-28	-4	-13	-2
CCSc1nc2c(c(=O)[nH]c(=O)n2C)n1C/C=C(/C)Cl	-3.0	103	8	101	-4	-6	-3	-4	15
O=C(CSC1=NCCS1)NC(NC(=O)CSC1=NCCS1)c1ccccc1	-1.2	94	-6	94	11	-35	-5	1	19
Cc1cccc(Sc2c([N+](=O)[O-])ncn2C)n1	0.0	89	-6	92	14	14	-1	2	12
COc1ccc(/C=C/C(=O)NC(=S)NNC(=O)[C@H]2C[C@@H]2c2ccccc2)cc1OC	-0.3	101	-3	101	-16	-4	-11	-33	nt
Cc1ccc2c(c1)cc(C(=O)N1CCN(c3ccccn3)CC1)n2C	-0.1	99	3	97	-2	-3	-9	-32	-15
CC(C)N(Cc1ccccc1)C(=O)COC(=O)c1ccc2c(c1)OCCO2	-1.4	98	2	102	-3	-8	-4	-37	-9
CN1Cc2c(N3CCOCC3)nc3sc(C(=O)c4ccc(Br)cc4)c(N)c3c2CC1(C)C	2.8	136	24	91	-55	-19	0	17	-10
Cc1ccc(CN2CCNC(=O)C2CC(=O)NC2CCCCCC2)cc1 (centres undefined)	3.8	127	24*	108	-9	5	-2	-27	16
CCOc1cc(CNCc2cccs2)cc(Br)c1OCC	0.9	100	5	99	-25	-3	-4	11	-18
Cc1cc2nnc(SCC(=O)NCc3cccs3)n2c(N)n1	-0.7	104	3	100	13	-9	-3	1	2
COc1cc(OC)c(C(=O)NCc2ccc3c(c2)OCO3)cc1OC	-3.1	102	0	103	-4	27	-6	-22	-8
O=C(c1cc2n(n1)C(C(F)(F)F)CC(c1ccc(F)cc1)N2)N1CCCC1 (centres undefined)	-0.2	98	-1	98	-1	-7	-13	-30	18
CN1/C(=C/C(=O)C2CCC2)Sc2ccccc21	-0.7	94	-7	93	4	11	4	-3	27
Cn1c2ccc(F)cc2c2ncn(Cc3ccco3)c(=O)c21	-2.3	104	0	100	1	11	-5	-3	21
O=S(=O)(c1ccc(N2CCCCCC2)nc1)N1CCCC1	-1.4	96	-2	92	0	7	-5	11	10
O=C1OC(Nc2ccc(F)cc2F)c2ccccc21 (centres undefined)	1.5	99	4	100	-12	-4	0	-1	-20
COC(=O)C1=C(C)N(CCc2ccc(OC)c(OC)c2)C(=O)C1	2.1	114	6	112	0	6	-5	-16	-3
Cn1c(N)c(C(=O)NCc2ccccc2Cl)sc1=S	-1.4	106	8	102	-1	-18	1	2	6
COc1ccc([N+](=O)[O-])cc1NC(=O)C1CCCO1 (centres undefined)	0.8	108	-1	104	5	-20	0	-4	1
Cc1ccc(NC(=O)[C@H](C)NC(=O)C2CCN(C(=O)[C@H](CC(C)C)NC(=O)OC(C)(C)C)CC2)cc1	0.0	107	8	101	-7	4	-10	-51	-7
CC(=O)c1ccc(NC(=O)c2cnsn2)cc1	6.8	90	-7	102	3	-13	-7	6	0
Cc1ccc(C(=O)Cn2c(C(=O)O)cc3ccccc32)cc1	-3.4	105	5	106	-1	2	-9	-25	2
O=c1[nH]c(CSc2nnc3ccccn23)nc2cc(C(F)(F)F)ccc12	nt	104	1	106	-6	nt	2	-4	-17
CCCOCC1CC2(CC(C)(c3csc(N)n3)OC2=O)C(=O)O1 (centres undefined)	0.2	103	4	106	-3	2	7	-5	-8
COC(=O)c1ccc(C(=S)N2CCOCC2)cc1	-0.8	nt	nt	nt	1	-11	-3	3	2
CC(C)(C)OC(=O)N1CCN(c2ccc(CNC(=O)c3ccc(Cl)cc3)cc2)CC1	1.6	104	1	102	-5	50*	-8	-34	-4
COc1ccc(C(=O)c2ccccc2)cc1	-1.8	96	-3	97	-1	8	1	-2	8
CCn1nnc(-c2ccccc2NS(=O)(=O)c2ccc(S(=O)(=O)N3CCCCCC3)cc2)n1	1.1	99	2	103	3	9	-10	4	-10
O=c1cc(CN2CCN(c3ccccc3O)CC2)nc2sccn12	1.2	103	-12	97	-2	-6	1	-5	23
Cc1ccc(NC(=O)NCC2CCN(Cc3cccc(Cl)c3)CC2)cc1Cl	-1.4	182*	36	109	-43	-16	-8	7	-13
C=C(C)C(=O)N1CC2(CC(c3cccc(NC(=O)/C=C\C=C/C)c3)=NO2)C[C@H]1C(N)=O (some centres undefined)	1.0	108	3	85	nt	-6	-2	nt	14
COc1ccccc1Nc1nc2c(C)cccc2cc1C#N	3.0	97	-3	103	-2	-7	-6	0	24
CCOc1cc2[nH]c(=S)n(CCCN3CCCC3=O)c(=O)c2cc1OCC	-0.3	96	0	103	11	14	-4	-14	-3
COc1ccc(C(CC(=O)O)NC(=O)c2ccccc2[N+](=O)[O-])cc1 (centres undefined)	-1.5	104	6	109	4	12	2	-3	5
Fc1ccc(-c2nnn3c2nc(NCc2ccccc2)c2ccccc23)cc1	2.4	97	-2	102	2	-20	6	-1	10
CCSc1nc2sc3c(c2c(=O)[nH]1)CC(C)(C)OC3	-1.5	103	4	107	0	-7	-11	-21	0

An excerpt of these results, with each value named:
CCSc1nc2sc3c(c2c(=O)[nH]1)CC(C)(C)OC3
  CRFBP-R2 agonist: -1.5
  MEKK2wt PB1 HTS: 103
  MEKK2mut PB1 HTS: 4
  MEKK3 PB1 HTS: 107
  NS3 helicase inh: 0
  CRFBP-R2 block: -7
  GalR3 antagonist: -11
  DNA FID counter: -21
  UBC9 SUMO inh: 0
COc1ccc(C(=O)c2ccccc2)cc1
  CRFBP-R2 agonist: -1.8
  MEKK2wt PB1 HTS: 96
  MEKK2mut PB1 HTS: -3
  MEKK3 PB1 HTS: 97
  NS3 helicase inh: -1
  CRFBP-R2 block: 8
  GalR3 antagonist: 1
  DNA FID counter: -2
  UBC9 SUMO inh: 8

(further entries)
SMILES	CRFBP-R2 agonist	MEKK2wt PB1 HTS	MEKK2mut PB1 HTS	MEKK3 PB1 HTS	NS3 helicase inh	CRFBP-R2 block	GalR3 antagonist	DNA FID counter	UBC9 SUMO inh
O=C(CCC1CCN(C(=O)c2cccc(Cl)c2F)CC1)Nc1ccccc1	-5.3	102	3	94	9	-8	-5	-33	5
Cc1[nH]c(=O)[nH]c(=O)c1S(=O)(=O)N(C)Cc1ccccc1	-2.0	106	7	107	3	15	-8	-1	-3
C=CCNCC(=O)Nc1sc2c(c1C(=O)Nc1ccc(OC)cc1OC)CCC2	-1.3	100	-1	92	-8	22	-5	0	-3
Cc1cc(=O)oc2cc(Oc3ccc([N+](=O)[O-])cc3C(F)(F)F)ccc12	0.4	109	6	105	-1	-9	-4	4	nt
COCCN1C(=O)C(=O)/C(=C(/O)c2ccc(S(=O)(=O)N3CCOCC3)cc2)C1c1ccc(C(C)C)cc1 (centres undefined)	nt	108	2	99	1	nt	nt	-24	27
CCCC(C(=O)NCCC(C)C)N(Cc1ccccc1Cl)C(=O)c1snc(C(N)=O)c1N (centres undefined)	-0.1	95	1	100	0	-4	-5	-23	3
Cc1cc2[nH]c(=O)c(=O)[nH]c2cc1S(=O)(=O)NC1CCC(C)CC1 (centres undefined)	-1.1	100	0	100	6	-1	0	-4	7
Cc1ccc(C)c(C(=O)COC(=O)CN2C(=O)C3C4C=CC(C4)C3C2=O)c1 (centres undefined)	0.0	103	-2	103	14	4	-9	-22	12
O=C(Nc1nnc(-c2ccc3c(c2)CCCC3)o1)c1ccccc1Cl	1.7	112	9	107	49*	5	2	-12	4
Cc1nn(-c2ccccn2)c2nc(-c3cccs3)cc(C(=O)N3CCOCC3)c12	1.3	102	2	105	-1	-14	-4	-26	37
COc1cccc2cc(C(=O)N3CCN(c4ncccn4)CC3)c(=O)oc12	0.5	97	-8	96	-11	-11	-7	-16	20
CCc1ccc(NC(=O)COc2ccc(/C=C(/C#N)c3nc4ccccc4[nH]3)cc2OC)cc1	5.5	97	-5	98	8	-45	-3	2	5
C=CCN1C(=O)/C(=C\C=C2\N(C)c3ccccc3C2(C)C)SC1=S	104*	nt	7	75*[inhibitor]	1	-68	-3	-6	0
CCOC(=O)c1c(C)n(C)c2ccc(OC(=O)c3ccc([N+](=O)[O-])cc3)cc12	0.1	103	-1	138*	8	-9	-12	-14	7
Cc1cc(NC(=O)c2cc(-c3ccccn3)nc3ccccc23)no1	-3.4	92	-1	98	-7	-7	-4	-16	-25
CC(C)CCOCC1CC2(CC(C)(c3csc(N)n3)OC2=O)C(=O)O1 (centres undefined)	1.7	89	-5	89	1	21	-2	-11	-14
CCN(CC)CCNC(=O)Cc1c(C(=O)O)n(CC)c2ccccc12	0.0	100	-2	101	4	1	-5	2	4
Cc1ccc(S(=O)(=O)Nc2nc(C)c(NC(=O)OCCCl)s2)cc1	2.6	nt	nt	nt	3	-9	-2	0	2
COc1ccc(C(CC(=O)NCC(OC)OC)NS(=O)(=O)c2ccc(Cl)cc2)cc1 (centres undefined)	1.3	95	0	103	3	-2	-2	-13	3
CC(C)(C)C1=CC=C(C(C)(C)C)C(=O)C1=O	nt	101	8	101	7	nt	nt	-9	-7
O=C1CC(c2cccc(Cl)c2)c2cc3c(cc2N1)CCC3 (centres undefined)	3.3	-2.0*[inhibitor]	-27	2.0*[inhibitor]	-7	-59	-10	-24	3
COc1ccc(O)c(/C=N/c2nc3ccccc3n2C)c1	3.4	108	15	109	-4	3	-8	-1	13
CC1CN(c2ccc(C(=O)c3ccccc3C(=O)O)cc2[N+](=O)[O-])CC(C)O1 (centres undefined)	0.3	109	8	103	5	5	18*	-35	9
CN(C)c1ccc(C(=S)N2CCNCC2)cc1	-2.7	101	-1	101	-4	-8	-4	2	-15
CN(C)c1ccc(C(=O)c2ccc(N(C)C)c3ccccc23)cc1	0.5	95	2	93	-11	25	1	-17	-22
CC1CCCN(CCOCCOc2ccccc2-c2ccccc2)C1 (centres undefined)	2.0	108	1	102	-14	-83	-7	12	-1
O=C(Nc1ccc(N2CCCC2)cc1)c1cccc(F)c1	1.1	107	1	99	-1	2	2	7	5
COc1ccc(NC(=O)CCc2nc(-c3ccc(C)cc3)no2)c(OC)c1	-2.2	115	12	113	-4	-5	2	-14	5
Cc1cc(C)c(C)c(S(=O)(=O)N2CCN(C(=O)CCC(=O)N3CCOCC3)CC2)c1C	-0.8	99	2	97	10	6	-5	-40	4
COc1ccc(NC(C)C(=O)N/N=C/c2ccccc2OCc2cccc(Br)c2)cc1 (centres undefined)	0.7	99	-2	96	-5	2	1	1	2

Only part of the results is shown, so the mix of outcomes need not match the whole.
